FEN1 inh: qHTS Assay for the Inhibitors of Human Flap endonuclease 1 (FEN1). AID 588795, 2011. Recombinant FEN1 flap cleavage, fluorescence, 15 min. Potency, µM (doses to about 114 µM), for inactives: top-dose activity change, negative = inhibition, usual class: inhibitors. 390,000 compounds, 0.35% hits. P39748; note: nearly all actives have a fitted effect of over 65% in size
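Reaction started by adding substrate (50 nM final) to 10 nM enzyme after 15 min room-temperature compound preincubation. Reads at 0 and 15 min, with data normalized and fitted to a four-parameter Hill equation.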
GCN5L2 inh: qHTS Assay for Inhibitors of GCN5L2 | Histone acetyltransferase KAT2A (Homo sapiens), Q92830 | GCN5L2 HAT assay, ThioGlo1 CoA-SH fluorescence | Potency, µM (top dose mostly 58.9 µM), inactives show at the top dose activity change, negative = inhibition, hits mostly inhibitors | 390,000 compounds, 0.21% hits | AID 504327, 2011
Target sequence (Q92830 whole entry, looked up): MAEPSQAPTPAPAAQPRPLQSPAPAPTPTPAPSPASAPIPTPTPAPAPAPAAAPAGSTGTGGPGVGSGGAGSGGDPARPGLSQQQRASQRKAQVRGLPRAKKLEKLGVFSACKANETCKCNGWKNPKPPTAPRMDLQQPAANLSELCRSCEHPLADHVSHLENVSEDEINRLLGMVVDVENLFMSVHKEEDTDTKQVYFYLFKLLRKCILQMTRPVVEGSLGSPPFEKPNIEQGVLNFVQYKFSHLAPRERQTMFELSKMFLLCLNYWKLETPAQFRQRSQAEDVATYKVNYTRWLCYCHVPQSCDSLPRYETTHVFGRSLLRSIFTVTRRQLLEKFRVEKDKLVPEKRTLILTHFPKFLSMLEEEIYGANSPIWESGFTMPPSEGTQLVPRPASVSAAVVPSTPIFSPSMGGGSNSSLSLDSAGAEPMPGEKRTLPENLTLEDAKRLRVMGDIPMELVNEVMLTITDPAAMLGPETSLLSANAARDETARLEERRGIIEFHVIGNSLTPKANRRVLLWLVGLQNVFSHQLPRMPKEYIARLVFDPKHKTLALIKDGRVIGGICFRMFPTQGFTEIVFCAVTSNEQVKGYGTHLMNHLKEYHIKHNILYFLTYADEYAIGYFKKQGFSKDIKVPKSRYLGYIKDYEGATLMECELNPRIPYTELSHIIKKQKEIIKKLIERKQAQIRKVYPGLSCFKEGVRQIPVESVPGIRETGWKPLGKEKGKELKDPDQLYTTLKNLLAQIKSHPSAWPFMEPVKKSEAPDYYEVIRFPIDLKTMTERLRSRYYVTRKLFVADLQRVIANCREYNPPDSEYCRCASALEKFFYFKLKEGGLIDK
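Enzyme at 20nM final was mixed with library compounds for 15 min at room temperature. Peptide H3(1-25) at 75uM, acetyl-CoA at 70uM and ThioGlo1 at 50uM were then added. Plates were read immediately and after 20 min (Ex340nm/Em540nm).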
N370S GC mod: qHTS Assay for Inhibitors and Activators of N370S glucocerebrosidase as a Potential Chaperone Treatment of Gaucher Disease; 330,000 compounds, 0.092% hits; Potency, µM (highest dose often 59.4 µM), for inactives: at the highest dose activity change, negative = inhibition, actives largely listed as inhibitors; N370S GC spleen homogenate, 4MU-glucoside fluorescence; Lysosomal acid glucosylceramidase (Homo sapiens), P04062;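 note: 0% = full enzyme activity and -100% = no enzyme basal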
An asterisk follows results filed as active; ? = inconclusive; . = not tested or not shown; & = joins results of further samples; [ ] = remark or other dose. Calls come from the whole dose curve; as a rule, active = well fitted curve in the direction sought with a large enough effect; inconclusive = small, poorly fitted or top-dose-only effect, or another doubt; inactive = no such curve, though single readings can be large; an effect the other way counts as inactive or inconclusive. Unless noted, % is set by controls: 0 for no effect and ±100 for the full control effect; potency is the fitted concentration of half-maximal effect. Only part of the results is shown; the hit share may differ from the screen's.

Start of the listing, in advance, 22 compounds:
SMILES	FEN1 inh	GCN5L2 inh	N370S GC mod
COc1ccc(C2CC(=O)c3c([nH]c(C(=O)OCc4ccccc4)c3C)C2)cc1 (stereo not drawn)	12%	4%	.
CCOc1cc(C2NC(=O)NC(O)(C(F)(F)F)C2C(=O)c2ccccc2)ccc1OC (stereo not drawn)	2%	-8%	-16%
COc1ccc(/C=N/NC(=O)c2cc3c(OC)ccc(OC)c3[nH]2)cc1O	?	15%	-32%
CCOC(=O)C1=C(c2ccccc2)ON(C)C1c1ccccc1 (stereo not drawn)	-1%	1%	-3%
CCn1cc(C(=O)NCCCN(C)C)c(=O)c2cc(F)c(N3CCN(C)CC3)cc21	-1%	-5%	20%
O=C(c1ccccc1)c1ncc[nH]1	17%	5%	-5%
CC(C)CNS(=O)(=O)c1ccc(CCC(=O)N2CCOCC2)cc1	4%	0%	20%
CS(=O)(=O)Nc1ccc(-c2cn3cccnc3n2)cc1	-7%	2%	16%
CCC(C)(C(=O)NC1CCCCC1)N(C)C(=O)c1ccccn1 (stereo not drawn)	-2%	4%	-4%
Cn1ncc(C#N)c1NC(=O)c1nn2cccnc2c1Cl	6%	0%	-1%
Cc1cc(C)c(S(=O)(=O)N2CCN(C(=O)N3CCCCC3)CC2)c(C)c1	15%	-15%	-8%
CCc1nn(Cc2cccc(F)c2)c(=O)c2cc3cc(C)ccc3n12	-13%	-5%	.
FC(F)(F)c1ccc(NCCc2ccccc2)nc1	4%	-1%	-20%
COc1ccc(C2/C(=C(\O)c3ccc4c(c3)OCCO4)C(=O)C(=O)N2Cc2cccnc2)cc1OC (stereo not drawn)	-15%	-9%	-6%
CC(C)(C)N(Cc1ccccc1)C(=O)COC(=O)CN1C(=O)NC2(CCCC2)C1=O	1%	-21%	-9%
CC(C)CNC(=S)N(Cc1ccco1)Cc1cc2cc3c(cc2[nH]c1=O)OCCO3	7%	-8%	7%
CCOc1ccc(NC(=O)CCC(=O)n2nc(C)cc2C)cc1	.	-3%	-20%
CC12CCC(C/C1=N/O)C2(C)C (stereo not drawn)	-1%	-8%	-1%
COc1ccc(OC)c(CN2CCN(C(=O)c3cc(S(=O)(=O)Nc4ccccc4OC)ccc3C)CC2)c1	-4%	-3%	-23%
O=C(Nc1cccc(OCC(=O)N2CCOCC2)c1)c1cccc([N+](=O)[O-])c1	20%	-10%	-7%
O=S1(=O)N=C(N/N=C/c2ccc(Br)o2)c2ccccc21	-2%	-12%	3%
CSc1ccc(S(=O)(=O)NCC(=O)OCC(=O)NCc2cccs2)cc1[N+](=O)[O-]	-6%	-3%	-5%

Main list (from the top)
SMILES	FEN1 inh	GCN5L2 inh	N370S GC mod
COc1ccc(C2CC(=O)c3c([nH]c(C(=O)OCc4ccccc4)c3C)C2)cc1 (stereo not drawn)	12%	4%	.
CCOc1cc(C2NC(=O)NC(O)(C(F)(F)F)C2C(=O)c2ccccc2)ccc1OC (stereo not drawn)	2%	-8%	-16%
COc1ccc(/C=N/NC(=O)c2cc3c(OC)ccc(OC)c3[nH]2)cc1O	?	15%	-32%
CCOC(=O)C1=C(c2ccccc2)ON(C)C1c1ccccc1 (stereo not drawn)	-1%	1%	-3%
CCn1cc(C(=O)NCCCN(C)C)c(=O)c2cc(F)c(N3CCN(C)CC3)cc21	-1%	-5%	20%
O=C(c1ccccc1)c1ncc[nH]1	17%	5%	-5%
CC(C)CNS(=O)(=O)c1ccc(CCC(=O)N2CCOCC2)cc1	4%	0%	20%
CS(=O)(=O)Nc1ccc(-c2cn3cccnc3n2)cc1	-7%	2%	16%
CCC(C)(C(=O)NC1CCCCC1)N(C)C(=O)c1ccccn1 (stereo not drawn)	-2%	4%	-4%
Cn1ncc(C#N)c1NC(=O)c1nn2cccnc2c1Cl	6%	0%	-1%
Cc1cc(C)c(S(=O)(=O)N2CCN(C(=O)N3CCCCC3)CC2)c(C)c1	15%	-15%	-8%
CCc1nn(Cc2cccc(F)c2)c(=O)c2cc3cc(C)ccc3n12	-13%	-5%	.
FC(F)(F)c1ccc(NCCc2ccccc2)nc1	4%	-1%	-20%
COc1ccc(C2/C(=C(\O)c3ccc4c(c3)OCCO4)C(=O)C(=O)N2Cc2cccnc2)cc1OC (stereo not drawn)	-15%	-9%	-6%
CC(C)(C)N(Cc1ccccc1)C(=O)COC(=O)CN1C(=O)NC2(CCCC2)C1=O	1%	-21%	-9%
CC(C)CNC(=S)N(Cc1ccco1)Cc1cc2cc3c(cc2[nH]c1=O)OCCO3	7%	-8%	7%
CCOc1ccc(NC(=O)CCC(=O)n2nc(C)cc2C)cc1	.	-3%	-20%
CC12CCC(C/C1=N/O)C2(C)C (stereo not drawn)	-1%	-8%	-1%
COc1ccc(OC)c(CN2CCN(C(=O)c3cc(S(=O)(=O)Nc4ccccc4OC)ccc3C)CC2)c1	-4%	-3%	-23%
O=C(Nc1cccc(OCC(=O)N2CCOCC2)c1)c1cccc([N+](=O)[O-])c1	20%	-10%	-7%
O=S1(=O)N=C(N/N=C/c2ccc(Br)o2)c2ccccc21	-2%	-12%	3%
CSc1ccc(S(=O)(=O)NCC(=O)OCC(=O)NCc2cccs2)cc1[N+](=O)[O-]	-6%	-3%	-5%
CCOc1ccc(N2C(=O)/C(=C\c3ccc(OC)c(O)c3)S(=O)(=O)C2c2cccc([N+](=O)[O-])c2)cc1 (stereo not drawn)	-11%	-12%	-13%
C/C(=N\Nc1nc(C)cc(C)n1)c1ccc(N2CCOCC2)cc1	3%	-5%	-7%

Next part; it opens with the 3 that closed the last part.
SMILES	FEN1 inh	GCN5L2 inh	N370S GC mod
CSc1ccc(S(=O)(=O)NCC(=O)OCC(=O)NCc2cccs2)cc1[N+](=O)[O-]	-6%	-3%	-5%
CCOc1ccc(N2C(=O)/C(=C\c3ccc(OC)c(O)c3)S(=O)(=O)C2c2cccc([N+](=O)[O-])c2)cc1 (stereo not drawn)	-11%	-12%	-13%
C/C(=N\Nc1nc(C)cc(C)n1)c1ccc(N2CCOCC2)cc1	3%	-5%	-7%
CC(=O)Nc1nc2cc([N+](=O)[O-])ccc2s1	-3%	0%	.
CC(C)(C)CC(C)(C)NC(=O)/C=C/C(=O)O	0%	-3%	-2%
N#Cc1c(-c2ccc(Cl)cc2)nc2n(c1=O)CCCS2	2%	54%[activator]	11%
CCc1ccc(NC(=O)Cn2c(=O)n(CCC(=O)NCCc3ccc(Cl)cc3)c(=O)c3ccccc32)cc1	4%	1%	.
O=C(NC1CCCCC1)C(c1ccc2ncccc2c1)N(Cc1ccccc1)C(=O)c1ccc2c(c1)OCCO2 (stereo not drawn)	2%	0%	-14%
COc1cc(OC)c(OC)cc1CN1CCN(S(=O)(=O)c2ccc(F)cc2)CC1	10%	-1%	1%
CC(C)[C@H](NC(=O)OCc1ccccc1)C(=O)NC(C=O)Cc1ccccc1 (stereo partly drawn)	5%	0%	-5%
CC(C)(C)NC(=O)CN(C(=O)CN1C(=O)C(=O)c2ccccc21)C(C)(C)C	-7%	-6%	10%
COc1cc(CSc2nc(-c3ccccc3)cc(=O)[nH]2)cc(OC)c1	18%	-3%	3%
COC(=O)c1ccc(NC(=O)CN(Cc2ccc(Cl)cc2)S(C)(=O)=O)cc1	-17%	-9%	.
Cc1cccc(NC(=O)Cn2c(=O)n(CCc3ccccc3)c(=O)c3ccccc32)c1	20%	1%	.
O=C(O)CC(CC(=O)Nc1ccc2ccccc2n1)c1ccccc1 (stereo not drawn)	4%	-3%	6%
COc1ccc(C(=S)N2CCN(C)CC2)cc1	-6%	-16%	-12%
O=C(COC(=O)C1CCN(c2ccc(C(F)(F)F)cn2)CC1)c1ccccc1	-21%	-10%	-2%
C=CCC[C@H](Cc1ccc(F)cc1)C(=O)OC[C@@H](NC(=O)[C@@H](CC=C)CC(=O)N[C@H](CO)Cc1ccccc1)C(C)(C)C	1%	-19%	.
O=C(/C(C=Nc1ccc(F)cc1)=C(/O)c1ccco1)C(F)(F)F	-5%	-21%	5%
Cc1ccc(S(=O)(=O)N(C)C)cc1NS(=O)(=O)c1ccc(Cl)s1	0%	-3%	4%
CCN1CCN(c2ncnc3c2nnn3Cc2ccccc2)CC1	-10%	-4%	1%
Cc1ccc(-c2csc(NC(=O)c3ccc([N+](=O)[O-])o3)n2)cc1	-16%	-7%	-9%
Cc1cc(C)cc(OCC(=O)OCC(=O)NC2CCCCCC2)c1	-2%	0%	.
Cc1cc(=O)oc2cc(OCc3ccc(C(=O)OCC(=O)NC4CCS(=O)(=O)C4)cc3)ccc12 (stereo not drawn)	-23%	-23%	26%
CCCCNC(=O)CCCn1c(=O)c2ccccc2n(Cc2cccc(Cl)c2)c1=O	17%	-11%	.
Cc1ccc(C2=NNC(=O)C(P(=O)(c3ccccc3)c3ccccc3)C2)cc1 (stereo not drawn)	5%	3%	0%
CCc1cccc(N=c2c([N+](=O)[O-])nn(-c3ccc4c(c3)OCCO4)n2O)c1	13%	-15%	-9%
CCSc1ncc(/C=N/Nc2ccc([N+](=O)[O-])cc2)n1C	5%	3%	-3%
Clc1ccccc1-c1nn2c(COc3ccccc3)nnc2s1	0%	-6%	7%
O=C(CN1CCCc2ccccc21)Nc1ccccc1[N+](=O)[O-]	-11%	-9%	10%
CN(c1ccc(OCC(=O)Nc2nc(-c3ccccc3)cs2)cc1)S(=O)(=O)c1ccc(F)cc1	-6%	-5%	-16%
COc1ccc(N2CCN(C(c3cccs3)C(C)NC(=O)c3ccc4c(c3)OCO4)CC2)cc1 (stereo not drawn)	9%	0%	-20%
CC(=O)N1N=C(c2cccc([N+](=O)[O-])c2)OC1(C)c1cccs1 (stereo not drawn)	11%	3%	-7%
CCCC/C=C/[C@H](c1ccccc1)[C@H](CO)Cc1cccnc1	3%&-25%	.	-17%
O=C(NCc1ccccn1)c1ccc2ccccc2n1	7%	4%	11%
CN(CC(=O)Nc1cccc(F)c1)CC(=O)Nc1ccccc1Oc1ccccc1	-23%	-7%	-5%
COc1ccc(C(=O)N2CCN(Cc3cc(=O)n4nc(-c5ccccc5C)sc4n3)CC2)cc1OC	-7%	-6%	.
O=S1(=O)c2cccc3cccc(c23)N1Cc1nnc(-c2ccccc2Br)o1	-1%	-3%	17%
Cc1oc(-c2cccs2)nc1CN1CCN(CC(C)C)C(CCO)C1 (stereo not drawn)	-10%	-5%	7%
COc1ccc(S(=O)(=O)Nc2nc3ccccc3nc2NCC2CCCO2)cc1 (stereo not drawn)	1%	-6%	-12%
CCOc1ccc(NC(=O)CN(C)C(=O)C2(c3ccccc3)CC2)cc1OCC	6%	-25%	-4%
COc1ccc(C2(C)NC(=O)N(CC(=O)Nc3ccc(Br)c(C)c3)C2=O)cc1OC (stereo not drawn)	2%	-2%	-7%
CCCCCC/C(=N\NS(C)(=O)=O)c1ccccc1	1%	-6%	-4%
O=C(CN1CCOCC1)Nc1ccc(Br)cc1	7%	-5%	1%
CCn1c(Cc2ccc(OC)cc2)nc2ccccc21	-1%	-6%	4%
CCOc1ccc(/C=C2/Sc3ccc(C(=O)N4CCN(C(=O)c5ccco5)CC4)cc3N(C)C2=O)cc1OC	.	-18%	-9%
COc1ccc(C(=O)NCc2nnc(SCC(=O)Nc3cc(C)cc(C)c3)o2)cc1OC	5%	2%	7%
O=C(CN1C(=O)C2CCCCC2C1=O)Nc1cccc(C(F)(F)F)c1 (stereo not drawn)	1%	2%	.
COc1cccc(-c2nc(SCc3cc(=O)c4ccc(C)c(C)c4[nH]3)n[nH]2)c1	-4%	0%	.
CCOC(=O)c1c(NC(=O)COc2cccc3c2CCN(Cc2ccc(F)cc2)C3=O)sc2c1CCC2	.	22%	-1%
COC(=O)Cn1cc(C(=O)C(F)(F)F)c2ccccc21	4%	0%	2%
O=C(COC(=O)c1ccc(Cl)c(S(=O)(=O)N2CCCC2)c1)NCc1ccccc1	-4%	-6%	.
O=C(C1=C[C@@H](c2coc3ccccc3c2=O)C[C@@H](OCCCCO)O1)N1CCN(Cc2ccccc2)CC1	13%	-5%	-5%
CC(C)C[C@H](NC(=O)[C@H](Cc1ccccc1)n1c(=O)[nH]c2ccccc2c1=O)C(=O)N1CCC(C(=O)O)CC1	-6%	?	?
Cc1ccnc(NS(=O)(=O)c2ccc(NS(=O)(=O)c3ccc(Br)cc3)cc2)n1	14%	-6%	2%
Cc1noc(C(=O)Nc2c(C)n(C)n(-c3ccccc3)c2=O)c1Cl	0%	-2%	-2%
